RAD54 branch: inhibitors of human RAD54 branch migration. RAD54 Holliday junction branch migration, FAM/BHQ fluorescence. inhibition, % at 10.4 µM. hit rate 0.14% among 360,000. AID 602329;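 active = mean normalized replicate activity at least 40 and at least half of replicates scoring 40 or more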;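 note: 0% = median of neutral control wells and 100% = median of positive control wells; inhibitors cause a drop in the FAM fluorescence signal; in these data hits start at about 50%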
Target sequence (Q92698 whole entry, looked up): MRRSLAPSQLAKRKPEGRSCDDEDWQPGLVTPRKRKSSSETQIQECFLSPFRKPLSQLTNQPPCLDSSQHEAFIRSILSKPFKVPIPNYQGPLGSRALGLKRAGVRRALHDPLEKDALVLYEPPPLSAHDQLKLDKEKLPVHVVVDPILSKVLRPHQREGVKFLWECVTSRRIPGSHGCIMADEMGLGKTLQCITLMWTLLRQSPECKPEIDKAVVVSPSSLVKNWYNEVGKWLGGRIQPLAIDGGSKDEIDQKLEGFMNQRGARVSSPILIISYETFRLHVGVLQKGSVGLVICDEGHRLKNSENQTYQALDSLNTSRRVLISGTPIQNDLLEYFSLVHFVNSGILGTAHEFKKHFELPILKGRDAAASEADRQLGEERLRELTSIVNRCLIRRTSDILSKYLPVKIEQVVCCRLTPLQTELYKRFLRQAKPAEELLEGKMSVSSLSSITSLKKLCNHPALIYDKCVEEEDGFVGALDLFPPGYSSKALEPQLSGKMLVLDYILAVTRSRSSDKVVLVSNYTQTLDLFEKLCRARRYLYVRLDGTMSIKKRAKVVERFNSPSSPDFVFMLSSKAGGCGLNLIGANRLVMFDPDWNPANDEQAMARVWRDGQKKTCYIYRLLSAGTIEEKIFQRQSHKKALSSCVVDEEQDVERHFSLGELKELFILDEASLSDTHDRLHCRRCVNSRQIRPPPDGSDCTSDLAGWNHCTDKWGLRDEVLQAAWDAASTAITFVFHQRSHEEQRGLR
FN deposit inh: fibronectin deposition inhibition | AH1F fibroblasts, Alexa488-fibronectin deposition fluorescence, overnight | inhibition, % at 12.6 µM | hit rate 0.086% among 350,000 | AID 743247;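 active = mean inhibition across replicates of 30% or more, regardless of how many single replicates reach that level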;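 note: positive control wells lacked labelled fibronectin entirely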
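Material – AH1F fibroblast monolayer, labelled fibronectin deposition · Reagent – labelled fibronectin 24 nM · Timing – 1 h adhesion, overnight exposure · Measured by – fluorescence at 485 nm excitation, 525 nm emission · Read-out – inhibition of fibronectin deposition signal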
esBAF inh: blocks esBAF chromatin remodeling in mouse ES cells; Bmi1-luciferase knock-in reporter, 24 h; 100% = twice the neutral-well signal; reporter increase, % at 12.5 µM; hit rate 2% among 350,000; in the data active = activation above about 40%;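 note: 0% = median of the plate's neutral control wells and 100% = double that signal; a rise in the Bmi1 reporter signal indicates esBAF inhibition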
* marks the source's active call; other numbers are inactive results. This is a subset. The share of hits here may be higher or lower than overall.

Results follow in this order: RAD54 branch	FN deposit inh	esBAF inh
> Cc1nc(SCC(=O)N(C)Cc2ccco2)c2c(C)c(C)sc2n1
 : -2	2	4
> CCOc1ccc(NC(=O)CN(C)CC(=O)Nc2cc(Cl)ccc2C#N)cc1OCC
 : 3	2	8
> COc1ccc(NC(=O)c2ccc3c(=O)n(Cc4ccco4)c(=S)[nH]c3c2)c(OC)c1
 : 7	0	-1
> COc1ccc(C(=O)COC(=O)CCN=C2NS(=O)(=O)c3ccccc32)cc1OC
 : 0	10	6
> O=C(c1ccco1)N1CCN(C(=O)C2CCCN(S(=O)(=O)Cc3ccccc3)C2)CC1 (centres undefined)
 : 1	13	-10
> CC1CCCN(c2nc3c(c(=O)n(C)c(=O)n3C)n2CCSc2nc3ccccc3o2)C1 (centres undefined)
 : -7	6	-10
> CCc1ccc(NC(=O)c2ccc(C3SCC(=O)N3CCc3ccccc3)cc2)cc1 (centres undefined)
 : 0	0	0
> COc1ccc(NC(=O)N2CCC(c3nc(-c4cccs4)no3)CC2)cc1
 : 0	-3	18
> CCc1cccc2c(=O)c(C(=O)NCCN3CCOCC3)c[nH]c12
 : -1	6	-12
> Cc1nn(CCC(=O)NNC(=S)Nc2cccc(Cl)c2)c(C)c1[N+](=O)[O-]
 : 8	-1	3
> O=[N+]([O-])c1ccc(Sc2nccn2Cc2ccccc2)cc1
 : 3	5	6
> Cc1cc(C)n(S(=O)(=O)c2cccc(Cl)c2Cl)n1
 : 1	5	1
> O=c1c(N2CCOCC2)nsn1Cc1ccccc1
 : -5	8	11
> Cc1ccccc1C(=O)NNC(=O)C(=O)Nc1cccc(Cl)c1C
 : -1	-5	-2
> CCOC(=O)C1(C)NC(c2ccccc2F)C2C(=O)N(c3cccc(C(C)=O)c3)C(=O)C21 (centres undefined)
 : 6	2	5
> CC(=O)c1cn(CC(=O)NCc2ccc3c(c2)OCO3)c2ccccc12
 : 2	7	-10
> CCOc1ccccc1C(=O)N1CCN(c2cccc(Cl)c2)CC1
 : 2	-13	-3
> c1ccc(Cc2ccc(OCCn3cncn3)cc2)cc1
 : 1	11	6
> Cc1ccc(C)c(OCC(=O)Nc2ccc(S(=O)(=O)N3CCN(C)CC3)cc2)c1
 : -10	-10	-6
> CCC(C)(c1ccc(C(=O)OC)s1)c1ccc(C(=O)OC)s1
 : -6	-9	-5
> CCOc1ccc(C(C)=O)cc1CN1C(=O)NC2(CCCCC2C)C1=O (centres undefined)
 : -4	17	2
> CC1CCN(C(=O)CN2C(=O)c3ccccc3S2(=O)=O)CC1
 : 0	8	-32
> CCN(CC)S(=O)(=O)c1cccc(C(=O)N[C@H](C(=O)OCC(=O)Nc2ccccc2)C(C)C)c1
 : -7	1	27
> O=C(O)C1Cc2ccccc2CN1C(=O)c1ccccc1Cl (centres undefined)
 : -8	1	-2
> O=C(NCCCn1ccnc1)Nc1ccc(Cl)c(Cl)c1
 : -2	-1	-1
> CCC(C)(C)n1nnnc1C(c1ccc2ncccc2c1)N1CCCC(C)C1 (centres undefined)
 : 4	-7	-4
> c1cc2c(cc1C1CCCN1)OCCCO2 (centres undefined)
 : -3	3	-6
> Cc1ccc(CNC(=O)C2CNc3cc(C)ccc3O2)cc1 (centres undefined)
 : 3	-6	-6
> CC(C)OC(=O)c1cc2ccccc2oc1=O
 : -2	3	4
> CC(C)(C)C(=O)NC(NC(=S)Nc1sc2c(c1C#N)CCCC2)C(Cl)(Cl)Cl (centres undefined)
 : -12	-8	-2

In the list so far, 2 have an NH in an aromatic ring.
Results follow in this order: RAD54 branch	FN deposit inh	esBAF inh
> COc1ccc(NC(=O)c2ccc3c(=O)n(Cc4ccco4)c(=S)[nH]c3c2)c(OC)c1
 : 7	0	-1
> CCc1cccc2c(=O)c(C(=O)NCCN3CCOCC3)c[nH]c12
 : -1	6	-12

Following part:
Results follow in this order: RAD54 branch	FN deposit inh	esBAF inh
> Cc1ccc(C(C(=O)NC(C)(C)C)N(C(=O)c2csnn2)c2ccccc2F)o1 (centres undefined)
 : 0	-5	0
> CC(C)(C)Nc1nc(OCC(F)(F)F)nc(OCC(F)(F)F)n1
 : 3	6	0
> Cc1ccc(-n2c(SCC(=O)NCc3ccc4c(c3)OCO4)nnc2-c2cccnc2)c(C)c1
 : -11	4	-5
> Cc1ccc(Oc2ccc(-c3nc(N)nc(N)n3)cc2)cc1C
 : 8	2	13
> CN=C1S/C(=C\c2ccc(N3CCOCC3)c(F)c2)C(=O)N1C
 : -6	-5	71*
> CCn1c(COc2ccc(OC)cc2)nc2ccccc21
 : -5	1	61*
> O=C(CNS(=O)(=O)c1cccc2nonc12)NCc1ccc(F)cc1
 : 1	6	-8
> CC1CC/C(=C\c2ccc3c(c2)OCO3)C(=O)/C1=C/c1ccc2c(c1)OCO2 (centres undefined)
 : 6	-10	-5
> COC(=O)C1CCN(C(=O)c2sc3nc(-c4ccc(F)cc4)cn3c2C)CC1
 : 7	6	14
> O=C(O)C(Cc1ccccc1)NS(=O)(=O)c1ccc2c(c1)OCCO2 (centres undefined)
 : -8	0	-4
> CCC(CC)NC(=O)CSc1nnc(-c2ccc(OC)cc2)n1C(C)C
 : -1	-9	3
> Cc1ccc(/C=c2\sc3n(c2=O)CN(c2ccc(Br)cc2)CN=3)o1
 : -3	6	0
> CCOC(=O)c1c(NC(=O)/C=C/c2ccco2)sc(C)c1C
 : -7	7	-4
> CCCCn1c(SCC(=O)OC)nc2c1c(=O)n(C)c(=O)n2C
 : 12	-1	-12
> CCC(=O)N1c2ccc(S(=O)(=O)CCC(=O)NC3CCCC3)cc2CC1C (centres undefined)
 : 5	2	-4
> CCOc1ccc(-c2nnc3ccc(SCc4ccc(C(=O)OC)o4)nn23)cc1
 : -7	-2	-1
> CCOCc1nnc(NC(C)=O)s1
 : 3	11	-3
> COCC(C)NS(=O)(=O)c1ccc(NC(=O)C(Cc2ccccc2)NC(N)=O)cc1 (centres undefined)
 : -34	-5	-3
> O=S(=O)(Nc1cccnc1)c1cccc(C(F)(F)F)c1
 : 3	0	2
> CCCOc1ccc(-c2nnc(-c3ccncc3)o2)cc1
 : 3	-8	-19
> CCn1c(NC(=O)c2ccc(COc3ccc(C)cc3[N+](=O)[O-])o2)nc2ccccc21
 : -4	-2	5
> O=C(NCCCN1CCOCC1)c1cc(-c2ccc(F)cc2)on1
 : 9	12	-5
> CCc1ccc(C(=O)c2ccccc2C(=O)O)s1
 : -5	-3	3
> Cc1nnc(SCC(=O)N2CCCCC2)s1
 : 0	4	12
> Cc1cc(-c2ccc(/C=N/n3cnnc3)o2)c([N+](=O)[O-])cc1C
 : -11	7	-4
> COc1ccccc1Nc1nc(-c2cccc([N+](=O)[O-])c2)nc2ccccc12
 : 0	13	3
> COc1ccc(CNc2nc3nc(C)c(Cl)c(=O)n3[nH]2)cc1OC
 : -16	5	0
> Cc1cc2cc(C(c3nnnn3Cc3ccccc3)N3CCc4ccccc43)c(=O)[nH]c2cc1C (centres undefined)
 : -9	0	9
> c1ccc(Cn2nnc(-c3ccccc3)n2)cc1
 : -8	-11	44*
> Cc1ccc(-n2ncc3c(=O)n(CC(=O)NC4CCCCC4)cnc32)cc1C
 : 3	1	-4

Gathered by group, the compounds so far with an aryl methoxy group.
Results follow in this order: RAD54 branch	FN deposit inh	esBAF inh
> COc1ccc(NC(=O)c2ccc3c(=O)n(Cc4ccco4)c(=S)[nH]c3c2)c(OC)c1
 : 7	0	-1
> COc1ccc(C(=O)COC(=O)CCN=C2NS(=O)(=O)c3ccccc32)cc1OC
 : 0	10	6
> COc1ccc(NC(=O)N2CCC(c3nc(-c4cccs4)no3)CC2)cc1
 : 0	-3	18
> CCn1c(COc2ccc(OC)cc2)nc2ccccc21
 : -5	1	61*
> CCC(CC)NC(=O)CSc1nnc(-c2ccc(OC)cc2)n1C(C)C
 : -1	-9	3
> COc1ccccc1Nc1nc(-c2cccc([N+](=O)[O-])c2)nc2ccccc12
 : 0	13	3
> COc1ccc(CNc2nc3nc(C)c(Cl)c(=O)n3[nH]2)cc1OC
 : -16	5	0

Other structures:
Results follow in this order: RAD54 branch	FN deposit inh	esBAF inh
> Cc1cc(C)n2nc(/C(C#N)=C/c3ccccc3)c(C#N)c2n1
 : 6	0	12
> COC(=O)CSc1nnc(CNC(=O)c2ccc(S(=O)(=O)N3CCCCC3)cc2)n1C
 : 12	6	-6
> C/C(Cl)=C\Cn1c(Nc2ccc(C)cc2)nc2c1c(=O)n(C)c(=O)n2C
 : 2	3	3
> N#Cc1ccccc1NC(=O)CSc1nnc(-c2ccccc2O)n1-c1ccccc1
 : 1	5	1
> O=C(Cn1c(=O)sc2ccccc21)Nc1ccc2c(c1)OCCO2
 : 3	3	-1
> CC(C)NC(=O)c1ccccc1NC(=O)Cc1ccc(Cl)cc1
 : 2	5	-1
> CC(C)c1ccc(CN(C(=O)C2COc3ccccc3O2)C2CCS(=O)(=O)C2)cc1 (centres undefined)
 : -1	-2	6
> CCCCOc1ccc(S(=O)(=O)Nc2cccnc2)cc1
 : 3	15	-11
> Nc1ccc(NC(=O)c2ccccc2)c2c1C(=O)c1ccccc1C2=O
 : 4	0	-7
> Cc1ccc(NS(=O)(=O)c2ccc(OCC(=O)N3CCOCC3)cc2)cc1
 : 12	-10	-3
> Cc1ccc(C)n1-c1ccc(N2CCOCC2)cc1
 : -2	-9	-8
> CCOc1nc(-c2ccc(Cl)cc2Cl)ccc1C#N
 : -6	8	0
> COC(=O)c1nn(-c2ccc(Cl)cc2)c(=O)cc1Sc1ccccn1
 : -12	2	7
> CSc1nnc2c(n1)OC(c1cccn1C)N(C(C)=O)c1ccccc1-2 (centres undefined)
 : 7	-7	-1
> Cc1ccc(NC(=S)NC(=O)c2c(-c3ccccc3Cl)noc2C)cc1
 : -2	0	4
> CCN(CC)S(=O)(=O)c1ccc(Cl)c(C(=O)NCc2ccccc2Cl)c1
 : -1	-13	-1
> c1ccc2sc(NC3=NCN(Cc4ccc5c(c4)OCO5)CN3)nc2c1
 : 0	-2	7
> O=C(CS(=O)(=O)c1ccc(Cl)c(Cl)c1)Nc1ccccc1Cl
 : -13	8	-9
> C(=N\n1cnnc1)/c1cccc2ccccc12
 : 8	10	0
> CCC(C)NC(=O)C1CCCN(C(=O)Nc2ccc(F)cc2)C1 (centres undefined)
 : 2	-1	-5
> Cc1nn(-c2ccccc2)c(C)c1C(=O)Nc1nnc(-c2ccco2)o1
 : 4	3	-1
> c1cc(N2CCCC2)ccc1C(c1nnnn1C1CCCCC1)N1CCOCC1 (centres undefined)
 : -6	-12	6
> O=C(CCS(=O)(=O)c1cccs1)Nc1ccc(C(=O)NCc2cccs2)cc1
 : 4	-5	1
> Cc1ccc(SC(C)C(=O)Nc2c(C)n(C)n(-c3ccccc3)c2=O)cc1 (centres undefined)
 : 3	6	1
> CC1(C)CCCC2=C1CC1C(=O)N(Cc3cccnc3)C(=O)C1C2 (centres undefined)
 : -4	5	-5
> CCOC(=O)C(NCc1ccc2c(c1)OCO2)(NC(=O)c1ccccc1)C(F)(F)F (centres undefined)
 : -10	-4	-8
> O=C(CC1NC(=O)NC1=O)Nc1ccc(Cl)cc1 (centres undefined)
 : -6	0	-7
> Cc1cnc(C(=O)Nc2nnc(C(C)C)s2)cn1
 : -9	-3	6
> CCC(CC)C(=O)NCc1ccccc1OC
 : 1	0	-9
> O=Cc1ccc2noc(-c3ccc(F)cc3)c2c1
 : 1	3	21

Arranged by SMILES length (falling): 3 of the compounds above
Results follow in this order: RAD54 branch	FN deposit inh	esBAF inh
> CC(C)c1ccc(CN(C(=O)C2COc3ccccc3O2)C2CCS(=O)(=O)C2)cc1 (centres undefined)
 : -1	-2	6
> c1cc(N2CCCC2)ccc1C(c1nnnn1C1CCCCC1)N1CCOCC1 (centres undefined)
 : -6	-12	6
> Cc1cnc(C(=O)Nc2nnc(C(C)C)s2)cn1
 : -9	-3	6

(next part)
Results follow in this order: RAD54 branch	FN deposit inh	esBAF inh
> CCSc1nc(-c2ccc(OC)cc2)n(-c2nc3ccccc3s2)n1
 : -5	-4	8
> c1ccc2[nH]c(SCc3ccc(-c4nnco4)cc3)nc2c1
 : 12	1	39
> Cc1ccc(C(C(=O)NC2CCCC2)N(Cc2cccs2)C(=O)c2csnn2)o1 (centres undefined)
 : -2	-5	5
> CC(C)N1C(=O)C2C(C(=O)NC3CCCCC3)C3C=CC2(O3)C1C(=O)NC1CCCC1 (centres undefined)
 : -14	4	0

Assay outcomes deposited in PubChem BioAssay by Broad Institute.
